Source: PubChem
D2 antagonist: HTS Assay for Allosteric Antagonists of the Human D2 Dopamine Receptor: Primary Screen for Antagonists; HEK293 TREx D2 cells, calcium flux, dopamine EC80; inhibition, % at 10 µM; hit rate 2% among 340,000; AID 485344, 2010; in the data active = inhibition above about 30%; note: 0% is about no effect
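Antagonism is scored as inhibition of an EC80 dopamine-evoked calcium signal in a force-coupled, tetracycline-inducible HEK293 T-REx D2 line, with compound present 180 s before agonist.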
rTrxR1 inhibitor: qHTS Assay for Inhibitors of Mammalian Selenoprotein Thioredoxin Reductase 1 (TrxR1): qHTS; Thioredoxin reductase 1, cytoplasmic (Rattus norvegicus), O89049; recombinant rTrxR1, NADPH fluorescence consumption, selenite substrate; Potency, µM (doses to about 114 µM), without a hit: at the highest dose activity change, negative = inhibition, usual class: inhibitors; hit rate 1% among 390,000; AID 588453, 2011; note: potency is the fitted concentration of half-maximal effect; % is set by controls: 0 for no effect and ±100 for the full control effect; nearly all actives have a fitted effect of over 65% in size
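Rat TrxR1 (90 nM in the dispensed reagent) was pre-reduced with 400 uM NADPH for 5 min at room temperature, then incubated with compound for 15 min. After 400 uM selenite was added, NADPH fluorescence (Ex 340/Em 450 nm) was followed for 8 min.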
TRHR ag: qHTS for Small Molecule Agonists and Allosteric Enhancers of Human TRH Receptor: Primary Screen for Agonists | activation, % at 2 µM | AID 493084, 2011 | TRHR cells, calcium flux fluo-8, FDSS agonist mode | Thyrotropin-releasing hormone receptor (Homo sapiens), P34981 | hit rate 0.18% among 360,000; in the data active = activation above about 30%; note: 0% is about no effect
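Read-out: compound-evoked intracellular calcium rise in TRHR cells, fluo-8 dye, kinetic FDSS fluorescence at 1 s/cycle following a 10-cycle baseline. Cells cultured overnight before dye loading (30 min–1.5 h, RT).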
Pin1 inhibitor: qHTS Assay to Find Inhibitors of Pin1. Peptidyl-prolyl cis-trans isomerase NIMA-interacting 1 (Homo sapiens), Q13526. Pin1 FP peptide displacement, HiFluor488, 10 min. Potency, µM (titrated, usually from 115 µM), for inactives: at the top dose activity, negative = inhibition, hits mostly inhibitors. hit rate 0.009% among 390,000. AID 504891, 2011; active = well fitted inhibition curve with a large enough effect in the polarisation, with a control signal flat, not every such curve was filed as active; inconclusive = small, poorly fitted or top-dose-only effect, or effect the other way, or a change in a side signal; inactive = no such curve, though single readings can be large or run the other way; the % refers to the polarisation; note: potency is the fitted concentration of half-maximal effect; % is set by controls: 0 for no effect and ±100 for the full control effect
Target sequence (Q13526 whole entry, looked up): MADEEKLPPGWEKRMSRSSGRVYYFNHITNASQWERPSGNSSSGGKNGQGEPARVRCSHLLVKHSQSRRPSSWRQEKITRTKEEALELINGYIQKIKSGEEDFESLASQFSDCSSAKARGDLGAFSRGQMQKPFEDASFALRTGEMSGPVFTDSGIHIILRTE
USP1-UAF1 inh: Inhibitors of USP1/UAF1: Primary Screen. hit rate 0.23% among 390,000. AID 743255, 2014. Potency, µM (series often up to 57.1 µM), for inactives: at the highest dose activity change, negative = inhibition, actives largely listed as inhibitors. Ubiquitin carboxyl-terminal hydrolase 1 (Homo sapiens), O94782. recombinant USP1/UAF1, Ub-Rhodamine cleavage fluorescence; note: potency is the fitted concentration of half-maximal effect; % is set by controls: 0 for no effect and ±100 for the full control effect; nearly all actives have a fitted effect of over 60% in size; inactives centre near -12
Target sequence (O94782 whole entry, looked up): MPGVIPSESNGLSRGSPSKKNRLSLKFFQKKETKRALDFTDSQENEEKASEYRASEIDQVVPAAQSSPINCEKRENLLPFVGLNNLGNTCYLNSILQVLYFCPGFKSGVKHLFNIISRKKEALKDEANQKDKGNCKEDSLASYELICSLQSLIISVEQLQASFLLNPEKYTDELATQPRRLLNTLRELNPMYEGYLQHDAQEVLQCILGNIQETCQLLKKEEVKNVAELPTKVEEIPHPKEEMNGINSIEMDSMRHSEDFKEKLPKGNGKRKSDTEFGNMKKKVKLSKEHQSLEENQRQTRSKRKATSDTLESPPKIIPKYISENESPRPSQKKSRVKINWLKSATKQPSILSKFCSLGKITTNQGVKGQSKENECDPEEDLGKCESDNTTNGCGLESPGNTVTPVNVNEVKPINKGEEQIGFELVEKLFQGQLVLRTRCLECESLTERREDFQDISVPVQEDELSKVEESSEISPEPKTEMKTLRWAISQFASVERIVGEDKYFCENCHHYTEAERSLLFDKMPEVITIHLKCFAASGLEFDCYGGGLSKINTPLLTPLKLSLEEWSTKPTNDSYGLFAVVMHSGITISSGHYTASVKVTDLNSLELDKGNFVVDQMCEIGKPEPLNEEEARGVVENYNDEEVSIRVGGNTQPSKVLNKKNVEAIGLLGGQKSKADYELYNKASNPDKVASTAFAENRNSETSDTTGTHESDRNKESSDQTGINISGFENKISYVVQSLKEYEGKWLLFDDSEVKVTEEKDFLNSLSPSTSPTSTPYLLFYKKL
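In this screen, compounds sit with the deubiquitinase complex (1nM) for 15 min at room temperature before Ub-Rho is added at 150nM final. Fluorescence rise is then followed for 6 reads every 60 seconds.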
mIDH1 inhibitor: qHTS for Inhibitors of mutant isocitrate dehydrogenase 1 (IDH1): qHTS | Isocitrate dehydrogenase [NADP] cytoplasmic (Homo sapiens), O75874 | IDH1-R132H enzyme, NADPH consumption, diaphorase/resazurin fluorescence | Potency, µM (highest dose often 76.6 µM), for inactives: at the highest dose activity change, negative = inhibition, hits mostly inhibitors | hit rate 0.093% among 390,000; note: potency is the fitted concentration of half-maximal effect; % is set by controls: 0 for no effect and ±100 for the full control effect; nearly all actives have a fitted effect of over 65% in size
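IDH1-R132H (0.5 ug/mL dispensed) in pH 7.5 Tris buffer was preincubated 30 min with compound, then given a substrate mix of 0.016 mM NADPH and 2 mM alpha-KG for 80 min at room temperature; remaining NADPH was read by diaphorase/resazurin fluorescence.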
TrxR1 substrate: qHTS Assay for Substrates of Mammalian Selenoprotein Thioredoxin Reductase 1 (TrxR1): qHTS. hit rate 0.01% among 390,000. Thioredoxin reductase 1, cytoplasmic (Rattus norvegicus), O89049. AID 588456, 2011. Potency, µM (doses to about 114 µM), inactives show at the highest dose activity change, negative = substrate turnover. purified TrxR1 substrate turnover, NADPH consumption readout; note: potency is the fitted concentration of half-maximal effect; % is set by controls: 0 for no effect and ±100 for the full control effect; nearly all actives have a fitted effect of over 50% in size
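Rat TrxR1, dispensed at 90 nM, was prereduced with 400 uM NADPH (final) for 5 min at ~22 deg C, then incubated with compound 15 min before 400 uM selenite. A first-read NADPH fluorescence drop versus no-compound background flagged substrates.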
TRHR enhancer: qHTS for Small Molecule Agonists and Allosteric Enhancers of Human TRH Receptor: Primary Screen for Enhancers | Thyrotropin-releasing hormone receptor (Homo sapiens), P34981 | TRHR cells, fluo-8 calcium fluorescence, EC20 TRH enhancement | enhancement, % at 2 µM | hit rate 0.66% among 360,000; in the data active = enhancement above about 30%; note: 0% is about no effect
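TRHR-expressing cells loaded with fluo-8 calcium dye were read kinetically (ex 480/em 530) during compound addition, then stimulated with an EC20 of TRH (10 nM final). Enhancement of the Gq-mediated intracellular calcium response was scored.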
D2 ag: HTS Assay for Allosteric Agonists of the Human D2 Dopamine Receptor: Primary Screen for Agonists; activation, % at 2 µM; D(2) dopamine receptor (Homo sapiens), P14416; AID 485358, 2010; hit rate 0.53% among 340,000; HEK293 T-REx D2 cells, calcium flux agonist mode;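 active = activation over 3 SD above normal in the single-dose calcium agonist read, cut at about 30% in these data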; note: 0% is about no effect
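Tetracycline-induced HEK293 Trex cells with D2 receptor force-coupled to calcium signaling, plated overnight at 30 C and loaded with no-wash calcium dye. Calcium flux read kinetically for 180 s after compound addition; responses flag agonists.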
An asterisk follows results filed as active; ? = inconclusive; . = not tested or not shown; [ ] = remark or other dose. Unless noted, calls come from the whole dose curve; as a rule, active = well fitted inhibition curve with a large enough effect; inconclusive = small, poorly fitted or top-dose-only effect; inactive = no such curve, though single readings can be large or run the other way. The list is partial, so the mix of outcomes need not match the whole.

no. | compound | D2 antagonist | rTrxR1 inhibitor | TRHR ag | Pin1 inhibitor | USP1-UAF1 inh | mIDH1 inhibitor | TrxR1 substrate | TRHR enhancer | D2 ag
1 | Cn1c(-c2ccccc2)c(C(=O)CCl)c2ccccc21 | 0 | -57% | -0.5 | -12% | -24% | -2% | 1%[57.1 µM] | -5 | -0.7
2 | Fc1ccc(C2=Nn3c(Cc4ccccc4F)nnc3SC2)cc1 | -3 | -14% | 0.2 | 1% | -14% | 8% | -13% | 1 | 0.2
3 | CC(Sc1ccc(S(=O)(=O)N2CCN(C)CC2)cn1)C(=O)NC1CCCCC1 (stereo not drawn) | -12 | 5% | -0.6 | 0% | -4% | -2% | -6% | -4 | 0.0
4 | Cc1ccc(CN(C)C(=O)COC(=O)CSc2ccc([N+](=O)[O-])cc2)cc1 | -4 | -10% | -0.7 | -3% | -3% | 5% | -7% | -1 | -0.2
5 | Cc1ccc(-c2cc3ncc4c(n3n2)-c2cc(C)ccc2OC4)cc1 | . | 8% | 0.8 | -2% | -16% | 0% | 11% | 0 | 0.0
6 | O=C(COC(=O)c1cc(Br)ccc1O)NNC(=O)c1cccs1 | 9 | 23% | -0.2 | 46%[activator] | -7% | -2% | 19% | 3 | -1.3
7 | O=C(OCC(=O)N1CCN(c2ccccc2)CC1)C1CCCN1S(=O)(=O)c1ccc(Cl)cc1 (stereo not drawn) | 1 | -23% | 0.2 | 11% | -21% | 2% | -3% | 5 | 3.0
8 | CCc1ccccc1NC(=O)CCC(=O)c1cccs1 | 18 | -8% | 0.2 | 3% | -26% | 0% | 1% | -4 | 0.5
9 | C=CCn1c(C)cc(C2=NNC(=NC(C)(C)C)SC2)c1C | 1 | ? | -1.3 | -1% | -2% | -4% | -3% | 1 | -2.1
10 | CCCCc1nnc(NC(=O)C=C(C)C)s1 | 29 | 21% | -0.6 | -3% | -17% | 3% | 3% | 5 | -0.1
11 | Cc1ccccc1NC(=O)c1cccc(S(=O)(=O)N2CCCCC2)c1 | 0 | 6%[57.1 µM] | -1.8 | 0% | -3% | 2% | 3%[57.1 µM] | 23 | -1.1
12 | CC1(C)C[C@H]2C3=CCC4[C@@]5(C)CC[C@H](O)[C@](C)(CO)C5CC[C@@]4(C)[C@]3(C)C[C@@H](O)[C@@]2(CO)[C@@H](O)[C@@H]1O (stereo partly drawn) | . | 39% | . | 2% | -15% | 9% | 10%[57.1 µM] | . | .
13 | Cc1ccnc(SCc2cc(=O)c(OC(=O)c3ccc(Cl)c([N+](=O)[O-])c3)co2)n1 | -9 | ? | 1.1 | -13% | -15% | 9% | -2% | 2 | -0.3
14 | CC(OC(=O)c1ccc(NC(=O)CC#N)cc1)C(=O)NC(c1ccccc1)c1ccccc1 (stereo not drawn) | . | 9% | . | ? | -22% | -2% | 3% | . | .
15 | CC1(C)NC(=O)N(CC(O)COc2ccc(N3C(=O)c4ccccc4C3=O)cc2)C1=O (stereo not drawn) | -7 | 19%[57.1 µM] | 0.3 | -6% | -21% | 0% | -21%[57.1 µM] | -4 | 0.3
16 | COc1cc(C(=S)N2CCN(c3cccc(Cl)c3)CC2)ccc1O | 1 | -21% | -0.9 | -1% | -24% | 0% | -7% | 2 | -0.6
17 | CCCN(CCC)CCCNC(=O)CS(=O)Cc1nc(-c2ccc(OC)c(OC)c2)oc1C (stereo not drawn) | 10 | ? | 0.4 | -4% | -15% | 5% | 1% | -6 | 0.6
18 | COc1ccc2[nH]cc(CCNC(=O)Cc3ccc(Cl)cc3)c2c1 | -6 | -5% | -0.6 | -1% | -11% | -2% | -7% | -6 | 0.0
19 | CC(=O)NC1=NN(C(C)=O)C(C)(CCS(=O)(=O)c2ccc(Cl)c(Cl)c2)S1 (stereo not drawn) | -3 | -1% | 0.6 | -3% | -22% | 9% | -4% | -5 | 2.0
20 | O=C(Nc1ccc(S(=O)(=O)N2CCOCC2)cc1)c1cccc([N+](=O)[O-])c1 | 2 | 15%[57.1 µM] | 0.4 | 0% | -13% | 5% | -4%[57.1 µM] | -4 | -0.1
21 | Cc1ccc2c(c1)c(=O)c1ccccc1n2CCCC(=O)Nc1ccc(Cl)c(Cl)c1 | . | 38% | 0.1 | 71%[activator] | -7% | -3% | 30% | -4 | -0.1
22 | Cc1ccc(S(=O)(=O)C(CNS(=O)(=O)c2ccc(F)c(C(F)(F)F)c2)c2ccco2)cc1 (stereo not drawn) | . | ? | 1.7 | -4% | -12% | -8% | 1%[57.1 µM] | -1 | 2.2
23 | CCNS(=O)(=O)c1ccc(NC(=O)Nc2ccccc2OC)cc1 | 10 | 23%[57.1 µM] | -0.1 | -4% | -12% | 1% | 12%[57.1 µM] | -7 | 1.3
24 | O=C(O)c1cc([N+](=O)[O-])ccc1Oc1ccccc1 | . | 6%[11.4 µM] | . | -6% | -16% | -9% | 4%[11.4 µM] | . | .
25 | CC(=O)c1cccc(NC(=O)c2ccc(S(=O)(=O)N3CCCCC3)cc2)c1 | 13 | 17%[57.1 µM] | -0.6 | 1% | 1% | 3% | -8% | -11 | -2.6
26 | CN(C)c1ccnc2sc(C(=O)c3ccccc3)c(N)c12 | 11 | 7% | -1.0 | 6% | -15% | -10% | -8% | 2 | -1.0
27 | Cc1ccc(S(=O)(=O)N2CCN(c3ncnc4scc(-c5ccccc5)c34)CC2)cc1 | . | -3% | . | 5% | -2% | -2% | 5% | . | .
28 | Cc1ccc(OCC(=O)NC2CCCc3ccccc32)c(C)c1 (stereo not drawn) | 10 | -12%[57.1 µM] | 3.2 | -3% | -14% | 3% | -2%[57.1 µM] | -6 | 0.8
29 | O=C(O)C1CC=CCC1C(=O)Nc1ccccc1C(=O)N1CCN(c2ccc(F)cc2)CC1 (stereo not drawn) | 6 | -9% | 0.3 | -10% | -15% | -6% | -6% | -1 | 0.3
30 | O=C(O)CC/C(=N\NC(=O)CNC(=O)c1ccc(F)cc1)c1ccccc1 | -4 | 26% | -0.9 | 0% | -17% | 3% | 9% | 8 | 0.6
31 | COCCOC(=O)C1=C(C)NC2=C(C(=O)CC(C)(C)C2)C1c1ccc(N(C)C)cc1 (stereo not drawn) | -7 | -2% | -0.1 | 2% | 5% | -1% | 6%[57.1 µM] | -2 | -0.8
32 | CCOC(=O)C1=C(COC(=O)/C=C/c2ccc(OC)c(OC)c2)NC(=O)NC1C (stereo not drawn) | 2 | ? | -0.8 | -15% | -4% | 3% | -7% | -2 | -0.9
33 | Cc1nc2nc(-c3cccnc3)[nH]n2c(=O)c1C | -10 | -5% | -0.6 | 5% | 5% | 8% | -8% | 0 | 1.2
34 | CCc1ccc(N2CC(C(=O)Nc3ccc4c(c3)OCCO4)CC2=O)cc1 (stereo not drawn) | 6 | 1% | -0.7 | 0% | -11% | -5% | -9% | 5 | -0.9
35 | O=C(Nc1ccccc1)N1CCN(C(=O)Nc2ccccc2)CC1 | 22 | . | 1.1 | . | . | . | . | 3 | 0.0
36 | O=C1NCCn2nc3ccccc3c21 | -2 | 13% | 0.0 | 1% | -16% | 27% | 50%[activator] | 1 | 0.2
37 | Cn1c(SCC(=O)Nc2ccc(N3CCOCC3)cc2)nnc1C(F)(F)F | 6 | 16% | 0.5 | 1% | -22% | -1% | 7% | 11 | 1.7
38 | O=C1c2ccccc2C(=O)c2[nH]cnc21 | -25 | 9%[57.1 µM] | -1.4 | 10% | -18% | 2% | 1% | -5 | -0.4
39 | Cn1cc(Br)c(-c2cccc(N3C(=O)CC(C)(C)CC3=O)c2)n1 | -33 | 17%[57.1 µM] | 1.5 | -6% | -12% | 3% | -5% | 3 | 0.1
40 | COc1ccc(/C(O)=C2/C(=O)C(=O)N(CCN(C)C)C2c2ccccn2)cc1OC (stereo not drawn) | -17 | -23%[57.1 µM] | 0.3 | -5% | -9% | 8% | 4%[57.1 µM] | -3 | 1.0
41 | Cc1c(N2C(=O)c3cccc4cccc(c34)C2=O)c(=O)n(-c2ccccc2)n1C | 11 | 1% | -0.5 | -3% | 1% | -3% | -11% | -2 | -0.2
42 | Cc1nn(-c2ccccc2)nc1C(=O)Nc1ccc2c(c1)OCCO2 | -5 | 15% | -0.4 | 2% | -12% | 9% | -1% | 2 | -0.1
43 | Cc1ccc(OCC(=O)Nc2ccc(N3CCCC3)cc2)cc1C | -7 | -24%[57.1 µM] | -0.3 | 13% | -5% | 3% | 1%[57.1 µM] | 2 | 0.3
44 | Cc1ccc(S(=O)(=O)n2nc(OC(=O)C3CCCCC3)cc2N)cc1 | -6 | -9%[57.1 µM] | -1.0 | 1% | -5% | -5% | -3%[57.1 µM] | -2 | -0.5
45 | CCN(CCCNC(=O)c1nn(-c2ccc(OC)c(Cl)c2)c(=O)c2c1c1ccccc1n2C)c1ccccc1 | . | 34% | 0.7 | 5% | 6% | 17% | 4% | -1 | -0.6
46 | Cc1csc2c(NCCCN3CCOCC3)ncnc12 | 0 | 8%[57.1 µM] | 0.9 | -4% | 6% | 5% | -20%[57.1 µM] | 3 | 4.8
